# ADAM10 inh = inhibits human ADAM10 | inhibition, % at 7 µM | recombinant ADAM10, EDANS/DABCYL FRET peptide cleavage, 3 h | actives 0.62% (n = 370,000) | O14672;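 active means inhibition above a per-campaign cutoff equal to the mean of compounds falling between control-based bounds plus 3 SD, cut at about 20% in these data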;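 further: 0% = DMSO wells while the 100% control is not disclosed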
# Target sequence (O14672 214-748 limits assumed): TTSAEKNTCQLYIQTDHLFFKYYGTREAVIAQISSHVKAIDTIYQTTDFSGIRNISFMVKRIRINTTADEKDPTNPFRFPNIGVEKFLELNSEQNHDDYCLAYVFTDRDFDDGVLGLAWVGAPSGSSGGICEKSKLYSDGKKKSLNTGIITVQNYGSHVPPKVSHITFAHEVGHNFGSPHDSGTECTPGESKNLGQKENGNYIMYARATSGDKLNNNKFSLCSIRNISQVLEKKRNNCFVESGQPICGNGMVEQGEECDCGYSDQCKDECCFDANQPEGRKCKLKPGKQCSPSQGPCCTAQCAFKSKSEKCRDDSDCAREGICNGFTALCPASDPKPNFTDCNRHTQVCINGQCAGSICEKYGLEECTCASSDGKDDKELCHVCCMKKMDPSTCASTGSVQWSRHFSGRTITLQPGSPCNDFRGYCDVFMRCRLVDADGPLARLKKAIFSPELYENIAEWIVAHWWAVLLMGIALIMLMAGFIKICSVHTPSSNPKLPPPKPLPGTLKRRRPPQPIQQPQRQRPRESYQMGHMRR
# FXN GAA850 act = frataxin GAA850 promoter activation. HEK293 lucGAA850 FXN promoter luciferase reporter, 24 h; percent of 10 µM SAHA response. actives 0.56% (n = 360,000). activation, % at 6 µM;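 active means activation above the average of all compounds screened plus 3 SD, cutoff fixed separately per campaign, cut at about 7.5% in these data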;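 further: 0% = DMSO wells and 100% = 10 µM SAHA wells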
# SMARCA2 act = SMARCA2 function activation, primary screen. MG213 cells, MMTV-luciferase reporter, dexamethasone, overnight. activation, % at 9.1 µM. actives 1% (n = 370,000); in the data active means activation above about 7.8%;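 further: 0% = vehicle wells and 100% = reference activator wells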
# sPLA2-III inh = Blocks human group III sPLA2 activity; AID 743126; QFRET BODIPY PC-A2 liposome hydrolysis, fluorescence; Q9NZ20; inhibition, % at 12.2 µM; actives 0.56% (n = 370,000);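 active means inhibition above mean plus 3 SD of compounds lying within the high and low control bounds, cut at about 19% in these data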;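 further: 0% = median of test compound wells and 100% = no enzyme DMSO wells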
# Target sequence (Q9NZ20 whole entry, looked up): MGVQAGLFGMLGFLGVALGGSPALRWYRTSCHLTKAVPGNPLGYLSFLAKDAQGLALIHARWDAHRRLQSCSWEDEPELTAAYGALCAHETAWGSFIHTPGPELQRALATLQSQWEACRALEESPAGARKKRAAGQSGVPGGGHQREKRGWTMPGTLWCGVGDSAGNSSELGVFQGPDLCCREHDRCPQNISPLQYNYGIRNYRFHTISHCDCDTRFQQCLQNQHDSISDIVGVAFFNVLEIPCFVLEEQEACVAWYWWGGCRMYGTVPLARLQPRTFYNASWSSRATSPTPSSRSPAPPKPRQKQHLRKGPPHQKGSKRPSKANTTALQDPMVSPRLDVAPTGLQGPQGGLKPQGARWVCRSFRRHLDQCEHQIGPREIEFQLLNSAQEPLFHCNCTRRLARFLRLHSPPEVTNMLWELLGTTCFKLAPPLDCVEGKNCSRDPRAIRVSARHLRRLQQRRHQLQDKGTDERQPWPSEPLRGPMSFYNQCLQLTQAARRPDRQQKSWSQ
# hgDAF-12 ag = activates the H. glycines DAF-12 receptor ligand-binding domain; HEK293 GAL4-hgDAF12 UAS-luciferase reporter, agonist luminescence; normalized to butyrate control; activation, % at 6.8 µM; actives 1.8% (n = 370,000);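 active means activation above a cutoff set at the mean of all screened compounds plus 3 SD, cut at about 10% in these data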;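 further: 0% = DMSO wells and 100% = sodium butyrate wells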
# DAX1 inh-1 = blocks DAX1 repression of SF-1 activated StAR promoter | actives 1.1% (n = 370,000) | inhibition, % at 6.8 µM | AID 652010 | HEK293T StAR-luciferase reporter, SF-1/DAX-1 repression relief;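 active means inhibition above the mean over all tested compounds plus 3 SD, cut at about 3.6% in these data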;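 further: 0% = DAX-1 cells with DMSO and 100% = cells lacking DAX-1 with DMSO; higher inhibition means more luminescence from relief of DAX-1 repression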
# GC-B act = GC-B (human) receptor activation | HEK293-GC-B cells, CNP EC30, cGMP TR-FRET; 0% at EC30 CNP, 100% saturating CNP | activation, % at 10 µM | P20594 | AID 1920062 | actives 0.11% (n = 370,000);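 active means activation at 10 µM reaching about 35% in either raw or pattern-adjusted values, limit read from the data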
# GC-A act = GC-A (human) enzyme activation | P16066 | HEK293 GC-A cells, cGMP TR-FRET, EC30 ANP; 0% at EC30 ANP, 100% saturating ANP | activation, % at 10 µM | actives 0.14% (n = 370,000); in the data active means activation above about 40%
# hcDAF12 agonist = activates DAF-12 receptor from parasite H. contortus; HEK293 hcDAF-12 lit1-tk-luc reporter, luminescence; 0% DMSO, 100% Δ7-dafachronic acid; activation, % at 6.8 µM; actives 1.4% (n = 370,000);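 active means activation above the mean of all tested compounds plus 3 SD, cut at about 5.5% in these data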;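 further: 100% = response to 3 µM Δ7-dafachronic acid high control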
# DAX1 inh-2 = inhibits human nuclear receptor DAX1; AID 504766; inhibition, % at 6.75 µM; P51843; actives 0.99% (n = 340,000); HEK293 Gal4-DAX1 luciferase reporter, luminescence;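 active means inhibition above the mean over all tested compounds plus 3 SD, cut at about 4.2% in these data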;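 further: 0% = DAX1-transfected cells with DMSO and 100% = empty-vector control cells with DMSO; inhibition shows as a rise in luminescence from relieved DAX1 repression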
# ssDAF12 agonist = activators of S. stercoralis DAF-12 nuclear receptor; HEK293 ssDAF-12/GRIP1 lit1-tk-luc reporter, luminescence; % of 3 µM dafachronic acid response; activation, % at 6.8 µM; actives 1% (n = 370,000);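 active means activation above the mean over all tested compounds plus 3 SD, cut at about 0.9% in these data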;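 further: 0% = DMSO-only wells and 100% = 3 µM delta7-dafachronic acid wells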
# The depositor's hits bear a star; / = not tested or not shown. Rows are unselected. Share with any hit: about 6.6%.
SMILES,ADAM10 inh,FXN GAA850 act,SMARCA2 act,sPLA2-III inh,hgDAF-12 ag,DAX1 inh-1,GC-B act,GC-A act,hcDAF12 agonist,DAX1 inh-2,ssDAF12 agonist
COc1ccc(Nc2nc(C(F)(F)F)nc(C)c2C#N)cc1,-7,5.2,-2,17,2.3,-0.5,-1,6,-0.3,0.6,-1.2
O=C(CSc1nnc(C2CC2)n1-c1ccccc1)NCc1ccco1,4,-1.1,0,0,-1.1,0.0,-1,-1,-1.6,-0.6,-1.2
CC(=O)N1CCN(C(=O)CCN(c2ccccc2)S(=O)(=O)c2ccc(C)cc2)CC1,-2,0.0,-2,4,0.6,1.5,-2,0,-1.4,-0.2,-0.2
CC(=O)Nc1nc2ccccc2n1Cc1ccccc1Cl,5,-0.9,-5,18,-4.4,-1.2,26,16,-0.5,-3.0,-1.3
C=CCc1cccc(/C=N/NC(=O)CNc2cccc3ccccc23)c1O,-165,0.2,-4,7,-0.5,-0.9,-4,-2,1.8,1.2,-1.4
CO[C@H]1CN(C)C(=O)c2ccc(NC(=O)C3CCC3)cc2OC[C@H](C)N(Cc2ccc(F)cc2)C[C@@H]1C,0,/,-1,-2,-0.3,2.1,9,3,-1.4,/,-1.7
CCOC(=O)c1c(-c2ccc(F)cc2)csc1NC(=O)C1CCCO1 (stereo unspecified),4,2.9,0,-5,0.0,-0.3,-6,1,-4.0,-0.6,-2.1
O=C(NC1CCCCN(Cc2cccc(C(F)(F)F)c2)C1=O)C1C2CC3CC(C2)CC1C3 (stereo unspecified),3,/,-1,2,-0.1,-1.8,8,-3,-2.2,/,-1.5
C=CCSc1nc2ccccc2c(=O)n1C1CCOC(C)(C)C1 (stereo unspecified),3,0.6,-4,5,0.1,-0.8,3,-1,-2.1,-0.2,-1.4
O=S(=O)(NCc1ccc(F)cc1)c1ccc2c(c1)OCCO2,-7,0.0,-3,-2,-3.3,-0.5,6,2,-0.3,0.4,-1.2
CCn1c(SCC(=O)N2CCN(c3ccccc3)CC2)nc2c(c1=O)SC(C)C2 (stereo unspecified),-2,0.1,-1,-7,-3.2,-1.1,1,-4,-1.4,-0.2,-1.3
O=C(Nc1nc(-c2cccc3ccccc23)cs1)c1cnccn1,-6,1.6,-1,5,3.2,-0.1,-4,2,0.9,-0.4,-0.9
O=C(NCc1ccco1)Nc1ccc(OC(F)(F)F)cc1,8,0.8,0,-9,2.4,0.0,6,1,-0.5,-1.3,-0.4
Cc1ccc2c(c1)sc[n+]2Cc1ccccc1,-2,10*,10*,0,9.2,1.4,2,7,2.4,2.3,0.0
CCOC(=O)c1cccc(NC(=O)CCNS(=O)(=O)c2ccc3c(c2)CCN3C(=O)CC)c1,-1,-0.9,-1,-5,-1.9,0.2,-2,-1,0.0,-0.6,-1.2
S=c1[nH]c(-c2ccccc2)cn1/N=C/c1ccc(Br)cc1,-2,0.9,1,0,1.5,0.9,-5,10,0.3,0.8,-1.4
COc1cccc(CN2C(=O)[C@@H]3Cc4c([nH]c5ccccc45)C(C)(C)N3C2=O)c1,15,0.7,0,-15,-4.4,-1.1,17,17,-2.1,-1.7,-2.1
Cc1cc(C(=O)CCl)c(C)n1Cc1ccco1,-3,-1.5,1,-2,-1.9,0.5,-1,11,0.8,-1.0,-1.4
COc1ccc2[nH]cc(CCNC(=O)C3CCCNC3=O)c2c1 (stereo unspecified),-7,-2.2,0,2,-1.1,0.6,3,-1,1.4,-0.5,-2.0
Cc1ccc(N2C(=O)[C@@H]3[C@H](C2=O)[C@H]2C=C(C(=O)c4ccccc4)C=CN2[C@@H]3C(=O)c2ccc(Cl)cc2)cc1,8,-0.1,2,-15,0.6,-0.1,-8,-8,2.1,-1.0,-1.0
CCn1c(=O)c2cc(S(=O)(=O)NCc3ccccc3)ccc2n(CC)c1=O,-7,-4.0,-3,-1,-2.2,-0.1,-4,-5,-0.4,-0.5,-1.8
O=C(c1ccsc1)N1CCCC(Nc2ccc(F)c(F)c2)C1 (stereo unspecified),2,1.5,-3,-5,0.2,-0.2,5,1,-2.8,-0.4,-0.6
CCOc1ccc(NC(=O)COC(=O)CNC(=O)c2ccc(-c3ccccc3)cc2)cc1,-12,1.9,-1,-2,1.7,-1.0,-5,-5,-0.6,0.0,-1.0
COc1cc(C(=O)Nc2nc(-c3ccc(F)cc3)cs2)ccc1OCC(=O)N1CCOCC1,10,1.2,1,1,0.2,-0.9,4,12,-1.8,-2.7,-1.4
CCN(CC)S(=O)(=O)c1ccc(/C=C/C(=O)OCC(=O)Nc2cccnc2Cl)cc1,0,0.9,-4,-13,-1.0,0.1,2,-3,1.6,0.1,-1.3
Clc1ccc(N=c2ssnc2Cl)nc1,-10,1.0,-3,10,-0.5,-1.0,13,6,1.3,-0.1,-2.1
Cc1cccc(Oc2ccccc2NC(=O)CN2C(=O)NC3(CCCC3)C2=O)c1,12,-1.1,-3,-11,-1.8,0.4,-3,0,-0.3,2.7,-0.7
CCn1nnnc1SCC(=O)NCc1ccco1,7,0.3,-3,2,0.7,-0.5,3,2,-1.7,1.2,-1.0
COc1ccc(OCCCC(=O)OCC(=O)NNC(=O)c2ccc([N+](=O)[O-])cc2)cc1,-3,-1.4,-1,-14,1.4,1.1,-1,6,-0.6,1.6,-0.3
CCCCC(c1nnnn1CC1CCCO1)N1CCN(c2cc(Cl)ccc2C)CC1 (stereo unspecified),10,2.4,1,0,-1.6,-1.0,2,-3,-2.3,0.2,-0.6

# A portion from the list above, for reference:
SMILES,ADAM10 inh,FXN GAA850 act,SMARCA2 act,sPLA2-III inh,hgDAF-12 ag,DAX1 inh-1,GC-B act,GC-A act,hcDAF12 agonist,DAX1 inh-2,ssDAF12 agonist
CCn1c(=O)c2cc(S(=O)(=O)NCc3ccccc3)ccc2n(CC)c1=O,-7,-4.0,-3,-1,-2.2,-0.1,-4,-5,-0.4,-0.5,-1.8
O=C(c1ccsc1)N1CCCC(Nc2ccc(F)c(F)c2)C1 (stereo unspecified),2,1.5,-3,-5,0.2,-0.2,5,1,-2.8,-0.4,-0.6

# The listing continues:
SMILES,ADAM10 inh,FXN GAA850 act,SMARCA2 act,sPLA2-III inh,hgDAF-12 ag,DAX1 inh-1,GC-B act,GC-A act,hcDAF12 agonist,DAX1 inh-2,ssDAF12 agonist
CNC(=O)NC(=O)CSc1ncc(C(F)(F)F)cc1Cl,0,0.0,2,-3,-2.5,-0.6,7,3,-1.3,1.2,-0.7
CCCCC(CC)CO (stereo unspecified),-8,-0.1,0,1,-0.7,-1.1,-2,1,-0.8,3.4,-1.6
CCOc1cc2[nH]c(=S)n(Cc3ccc(C)o3)c(=O)c2cc1OCC,-7,-1.8,5,1,-0.8,0.4,7,14,-1.2,-0.3,-2.1
CC1(C)CCCN(C(=O)c2ccc3c(c2NCCO)C(=O)c2ccccc2C3=O)C1,5,-0.8,-3,26*,-1.0,0.4,2,-10,0.6,-2.0,-1.6
COc1cccc(C(=O)NNS(=O)(=O)c2ccc(F)cc2)c1,-8,-0.6,-1,6,-1.4,0.4,6,4,-1.6,1.8,-1.1
CCCOc1ccc(CSc2ncn[nH]2)cc1,4,-0.1,5,-24,1.9,-0.1,-2,-2,-2.5,-0.7,-0.4
CCC1CCCCN1S(=O)(=O)c1c(C)n(C)c(=O)n(C)c1=O (stereo unspecified),-3,2.2,0,-9,3.7,-0.2,1,0,0.9,0.8,-1.5
COc1ccc([N+](=O)[O-])cc1N(CC1CO1)S(=O)(=O)c1ccc(C)cc1 (stereo unspecified),-1,1.1,0,-1,-1.5,-0.1,4,0,-1.1,0.0,-0.7
C[C@@H]1CN([C@H](C)CO)C(=O)CCCn2nncc2CO[C@H]1CN(C)S(=O)(=O)c1ccccc1F,-7,0.3,-3,2,-2.1,-0.2,3,3,2.5,0.0,-1.0
CN1CCN(c2ccc(CNS(=O)(=O)c3cccc(F)c3)cc2)CC1,2,0.1,-6,13,-0.6,0.0,0,2,0.7,0.0,-1.1
CC(=O)Nc1cccc(OCCCOc2cccc([N+](=O)[O-])c2)c1,8,-0.2,-3,-19,-0.5,-1.1,3,5,-1.5,1.1,-1.5
CS(=O)(=O)c1ccc(Cl)c(NC(=O)COC(=O)c2ccc(S(=O)(=O)N3CCCC3)cc2)c1,-3,-0.8,2,1,1.0,-0.7,1,-2,-0.2,1.2,-0.2
CC1CCCCC12NC(=O)N(CC(=O)N1CCN(C(=O)c3cccs3)CC1)C2=O (stereo unspecified),-9,-0.8,-2,10,-0.9,0.7,6,3,1.2,-0.5,-1.4
COc1cccc(NC(=O)C2(C)CCCN2C(=O)C(C)C)c1 (stereo unspecified),-2,-0.4,3,1,0.3,0.4,5,-1,1.4,/,-0.7
Cc1nnc(N2C(=O)C(O)=C(C(=O)c3ccco3)C2c2ccc(F)cc2)s1 (stereo unspecified),-17,-2.6,0,-17,1.9,-0.7,-1,4,-1.3,-0.1,-1.4
COc1ccc2nc3cc(Cl)ccc3c(Nc3cc(CN4CCCC4)c(O)c(CN4CCCC4)c3)c2n1,-143,-6.7,68*,-16,-5.7,4.3*,-2,-7,1.8,/,0.3
C=CCn1c(SCC(=O)NC(=O)c2cccc([N+](=O)[O-])c2)nnc1-c1ccccc1,-1,3.3,-1,-2,2.6,-0.2,-2,-2,-0.8,-1.5,-0.6
COC(=O)c1ccc(CSc2nnc(-c3c[nH]c4ccccc34)n2-c2ccccc2)cc1,12,-1.3,-5,0,-2.0,-0.1,-12,-28,-0.9,-2.6,-1.9
COc1ccc(Cn2cc(CN3[C@@H](CC(C)C)COc4cc(Br)ccc4S3(=O)=O)nn2)cc1,0,/,0,7,2.4,0.9,5,2,-1.0,/,-0.7
COc1ccc(NC(=O)CN(c2ccc(OC)c(Cl)c2)S(=O)(=O)c2ccccc2)c(OC)c1,34*,-1.1,-3,-11,0.3,-0.8,-13,-1,0.0,-0.8,-1.1
O=C(Nc1ccccc1)C1CCN(S(=O)(=O)c2cccs2)CC1,-4,0.2,-1,-1,2.5,0.2,5,-1,-1.2,0.0,-1.3
O=C(Nc1cccc(-n2cnnn2)c1)c1ccc(C(F)(F)F)cc1,-4,0.0,-4,0,-0.5,-0.9,-5,-1,-2.1,-1.1,-1.1
CC(=O)N1CCC[C@H]1C(=O)O,2,1.3,-3,2,1.5,0.3,3,-3,-1.2,-0.4,-0.7
COc1ccc(N(C)S(=O)(=O)c2cccc(C(=O)NCC3CCCCC3)c2)cc1,-2,-1.5,-4,-4,-0.8,0.3,0,-1,-1.2,-1.1,-1.7
OCC[C@@H]1C[C@H](O)[C@@H](O)[C@]2(OCCc3cc(C(F)(F)F)ccc32)O1,-1,-2.7,-2,5,-0.5,0.0,1,3,-1.0,-0.9,-1.2
Cn1c(=O)c([N+](=O)[O-])c(NC2CCS(=O)(=O)C2)c2ccccc21 (stereo unspecified),5,-0.1,-5,10,0.6,-0.3,4,5,0.8,0.2,-1.7
COc1ccc(OC)c(NC(=O)CSc2nc3n[nH]c(C)c3c(=N)n2-c2cccc(Cl)c2C)c1,-5,0.8,-3,-2,-0.1,-0.7,-12,-9,-1.6,-1.1,-0.3
COc1ccc(NC(=O)CN(c2ccccc2OC)S(=O)(=O)c2cccs2)cc1Cl,8,1.0,0,-15,-0.5,-0.2,-2,-1,-1.9,-0.7,-1.2
